BioA inh: M. tuberculosis BioA enzyme inhibitors, primary screen, biochemical, plate reader, single point, HTS; 7,8-diaminopelargonic acid synthase BioA (Mycobacterium tuberculosis); purified M. tuberculosis BioA enzyme; inhibition, % at 9.99 µM; 360,000 tested, 0.096% active; AID 602481, 2012; in the data active = inhibition above about 40%
Active calls of the source: *; & = joins results of further samples.

SMILES	BioA inh
C[C@@H]1CCCCO[C@H](CN(C)Cc2ccc3c(c2)OCO3)[C@H](C)CN([C@@H](C)CO)C(=O)c2cc(NC(=O)Nc3ccccc3)ccc2O1	-1.3
C[C@H](CO)N1C[C@H](C)[C@@H](CN(C)Cc2ccc(Oc3ccccc3)cc2)Oc2ccc(NC(=O)NC3CCCCC3)cc2C1=O	-2.3
C[C@@H]1CCCCO[C@H](CN(C)C(=O)Nc2cccc3ccccc23)[C@H](C)CN([C@H](C)CO)C(=O)c2cc(NS(=O)(=O)c3ccc(Cl)cc3)ccc2O1	-1.3
COc1ccc(S(=O)(=O)N2CCCCN3[C@H](CO)[C@H](c4ccc(C#CCC(C)C)cc4)[C@H]3C2)cc1	3.9
C[C@H](O)C#Cc1ccc2c(c1)O[C@@H](CN(C)Cc1ccc(-c3ccccc3)cc1)[C@@H](C)CN([C@H](C)CO)S2(=O)=O	-0.2
CN1CCCCN2[C@@H](CO)[C@@H](c3ccc(-c4cccnc4)cc3)[C@@H]2C1	2.0
O=C(C[C@@H]1C[C@H]2c3cc(NC(=O)Cc4ccncc4)ccc3O[C@H]2[C@H](CO)O1)NCc1ccccn1	2.4
CO[C@H]1CN(C)C(=O)c2ccc(NC(=O)NC(C)C)cc2OC[C@@H](C)N(C(=O)C2CCC2)C[C@H]1C	-1.4
C/C=C/c1ccc([C@H]2[C@@H](CO)N(C(=O)CC)[C@@H]2CNC(=O)CC2CC2)cc1	-2.0
CC(C)NC(=O)N1[C@@H]2CN(C(=O)Nc3cccc(Cl)c3)c3ccccc3[C@@H]2[C@@H]1CO	-2.0
COc1ccc(-c2ccc3c(c2)O[C@H](CN(C)C(C)=O)[C@H](C)CN([C@H](C)CO)S3(=O)=O)cc1	-0.7
COCC(=O)Nc1ccc2c(c1)OC[C@H](C)N(C(=O)c1cnccn1)C[C@H](C)[C@H](OC)CN(C)C2=O	2.3
C[C@H](CO)N1C[C@H](C)[C@@H](CN(C)Cc2ccc3c(c2)OCO3)OCCCC[C@H](C)Oc2ccc(NC(=O)Nc3ccc4c(c3)OCO4)cc2C1=O	-1.2
CO[C@H]1CN(C)C(=O)c2cc(C#N)ccc2OCC[C@@H]2CC[C@@H](OC)[C@H](CN(C)C(=O)[C@H]1C)O2	-1.3
CNC[C@H]1Oc2ccc(NC(=O)Nc3ccc(OC)cc3)cc2CC(=O)N([C@H](C)CO)C[C@@H]1C	1.3
CO[C@H]1CN(C)C(=O)c2cc(NC(=O)C3CCCC3)ccc2OC[C@@H](C)N(C)C[C@H]1C	5.8
CCCC(=O)Nc1ccc2c(c1)C(=O)N(C)C[C@@H](OC)[C@H](C)CN(Cc1cccc(F)c1)[C@@H](C)CO2	2.1
CO[C@@H]1CN(C)C(=O)c2cc(NC(C)=O)ccc2OC[C@H](C)N(CCC(F)(F)F)C[C@@H]1C	-2.3
CNC(=O)C[C@H]1CC[C@@H]2[C@@H](COc3ccc(NC(=O)c4ccc(F)c(F)c4)cc3C(=O)N2C)O1	7.9
C[C@H](CO)N1C[C@H](C)[C@@H](CN(C)C(=O)Nc2ccc3c(c2)OCO3)OCc2cnnn2CCCC1=O	0.1&0.0
CCCNC(=O)N1[C@@H](CO)[C@@H](c2ccc(C3=CCCC3)cc2)[C@@H]1CNC(=O)CC	-6.5
Cc1noc(C)c1NC(=O)N(C)C[C@@H]1OCCCC[C@@H](C)Oc2ccc(NC(=O)Nc3ccc(F)cc3)cc2C(=O)N([C@H](C)CO)C[C@@H]1C	0.9
C[C@H](CO)N1C[C@H](C)[C@H](CN(C)C(=O)C2CCOCC2)Oc2ncc(C3=CCCC3)cc2C1=O	-4.1
CS(=O)(=O)N1[C@@H](C#N)[C@@H](c2ccc(C#CC3CCCC3)cc2)[C@@H]1CO	-2.8
COc1cccc(NC(=O)N[C@H]2C=C[C@H](CC(=O)Nc3ccc(-c4ccccc4)cc3)O[C@H]2CO)c1	0.1

Retrieved one by one from the list above, four records:
SMILES	BioA inh
CCCC(=O)Nc1ccc2c(c1)C(=O)N(C)C[C@@H](OC)[C@H](C)CN(Cc1cccc(F)c1)[C@@H](C)CO2	2.1
O=C(C[C@@H]1C[C@H]2c3cc(NC(=O)Cc4ccncc4)ccc3O[C@H]2[C@H](CO)O1)NCc1ccccn1	2.4
CO[C@H]1CN(C)C(=O)c2cc(C#N)ccc2OCC[C@@H]2CC[C@@H](OC)[C@H](CN(C)C(=O)[C@H]1C)O2	-1.3
C[C@H](CO)N1C[C@H](C)[C@H](CN(C)C(=O)C2CCOCC2)Oc2ncc(C3=CCCC3)cc2C1=O	-4.1

Other records follow.
SMILES	BioA inh
C[C@@H]1CN([C@@H](C)CO)C(=O)Cc2cc(NC(=O)Cc3cn(C)c4ccccc34)ccc2O[C@@H]1CN(C)Cc1ccc(C(=O)O)cc1	2.2
C[C@@H]1CN([C@H](C)CO)C(=O)Cc2cc(NC(=O)CCCCCC(=O)Nc3ccccc3N)ccc2O[C@H]1CN(C)S(C)(=O)=O	-0.7
COc1ccc(S(=O)(=O)N(C)C[C@@H]2Oc3c(NS(=O)(=O)c4ccc(F)cc4)cccc3C(=O)N([C@@H](C)CO)C[C@H]2C)cc1	-3.1
O=C(N[C@H]1CC[C@@H](CCn2cc(-c3cccnc3)nn2)O[C@H]1CO)c1ccccc1F	47*
C[C@H](CO)N1C[C@H](C)[C@H](CN(C)C(=O)Nc2ccc3c(c2)OCO3)OCCCC[C@H](C)Oc2ccc(NS(C)(=O)=O)cc2C1=O	-3.8
CC(C)NC(=O)N(C)C[C@H]1Oc2cc(C#C[C@H](C)O)ccc2S(=O)(=O)N([C@@H](C)CO)C[C@H]1C	2.9
C[C@H]1CN([C@@H](C)CO)C(=O)c2ccccc2-c2ccccc2CO[C@H]1CN(C)C(=O)C1CC1	1.3
Cc1ccc(S(=O)(=O)Nc2ccc3c(c2)CC(=O)N([C@H](C)CO)C[C@@H](C)[C@@H](CN(C)C(=O)Nc2cccc4ccccc24)O3)cc1	-3.3
COc1ccc(S(=O)(=O)Nc2ccc3c(c2)C(=O)N([C@@H](C)CO)C[C@H](C)[C@@H](CN(C)Cc2ccc(-c4ccccc4)cc2)O3)cc1	-2.7
CN(C)CCCNC(=O)C[C@@H]1C=C[C@H](NC(=O)Cc2cccnc2)[C@H](CO)O1	-0.6
CO[C@@H](CN(C)C(=O)C1CCOCC1)[C@@H](C)CN(C(=O)Nc1ccc(C(F)(F)F)cc1)[C@H](C)CO	-1.4
Cc1noc(C)c1NC(=O)N(C)C[C@H]1Oc2c(NC(=O)c3nc4ccccc4s3)cccc2C(=O)N([C@H](C)CO)C[C@H]1C	-2.5
C[C@H](CO)N1C[C@H](C)[C@@H](CN(C)Cc2ccc(-c3ccccc3)cc2)Oc2ccc(NC(=O)Nc3ccc(C(F)(F)F)cc3)cc2CC1=O	-2.0
O=C(Nc1cccc(F)c1)N1CCCCN2[C@H](C1)[C@@H](c1ccc(-c3ccccc3F)cc1)[C@@H]2CO	-0.2
COc1ccccc1NC(=O)N[C@@H]1C=C[C@H](CC(=O)N[C@@H](C)c2ccccc2)O[C@H]1CO	0.1
C[C@@H]1CN([C@H](C)CO)C(=O)c2cccc(NC(=O)C3CC3)c2O[C@H]1CN(C)C(=O)Nc1ccc(F)cc1	-0.9
CCC(=O)Nc1ccc2c(c1)C(=O)N(C)C[C@H](OC)[C@H](C)CN(C(=O)CC)[C@H](C)CO2	-1.0
O=C(C[C@H]1CC[C@@H](NS(=O)(=O)c2ccc(F)cc2)[C@H](CO)O1)NCc1ccncn1	-1.4
O=C(C[C@@H]1CC[C@H]2[C@@H](COC[C@H](O)CN2Cc2cc(F)ccc2F)O1)N[C@H]1CCN(Cc2ccccc2)C1	-1.6
CO[C@@H]1CN(C)C(=O)c2ccc(NC(=O)C3CCCC3)cc2OC[C@@H](C)N(C(=O)c2ccccc2)C[C@H]1C	-1.8
CNC[C@@H]1Oc2cc(C#CC(C)C)ccc2S(=O)(=O)N([C@@H](C)CO)C[C@H]1C	-2.4
COC(=O)C[C@@H]1C[C@H]2c3cc(NC(=O)c4cccnc4)ccc3O[C@H]2[C@H](CO)O1	28
C[C@H](CO)N1C[C@H](C)[C@@H](CN(C)S(=O)(=O)c2cccs2)Oc2ccc(NC(=O)CCCN(C)C)cc2CC1=O	1.8
C[C@H]1CN([C@@H](C)CO)C(=O)c2cc(C3=CCCCC3)cnc2O[C@@H]1CN(C)C(=O)c1ccncc1	-1.3
C[C@H](CO)N1C[C@H](C)[C@@H](CN(C)C(=O)Nc2ccc(F)cc2)Oc2c(NC(=O)c3nc4ccccc4s3)cccc2C1=O	-2.3
(more compounds)
SMILES	BioA inh
C[C@H](CO)N1C[C@H](C)[C@H](CN(C)C(=O)C2CC2)Oc2ncc(C#Cc3ccccc3F)cc2C1=O	2.9
CN1CCCCN2[C@@H](CO)[C@H](c3ccc(-c4ccc(F)cc4)cc3)[C@@H]2C1	-3.5
COc1ccc(CN2[C@@H]3CNc4ccccc4[C@@H]3[C@@H]2CO)cc1	-1.6
COc1ccc(S(=O)(=O)N(C)C[C@H]2Oc3c(NC(=O)c4nc5ccccc5s4)cccc3C(=O)N([C@@H](C)CO)C[C@@H]2C)cc1	-0.7
COc1ccc(S(=O)(=O)Nc2ccc3c(c2)CC(=O)N([C@@H](C)CO)C[C@@H](C)[C@@H](CN(C)Cc2ccc(-c4ccccc4)cc2)O3)cc1	-2.8
C[C@@H]1CN([C@H](C)CO)C(=O)Cc2cc(NC(=O)Nc3cccc4ccccc34)ccc2O[C@@H]1CN(C)Cc1ccc(Oc2ccccc2)cc1	-1.3
C[C@H]1CN([C@@H](C)CO)C(=O)c2cccc(NC(=O)Nc3ccc(F)cc3)c2O[C@H]1CN(C)C(=O)NC1CCCCC1	4.5
C[C@@H]1CN([C@H](C)CO)C(=O)c2cc(N(C)C)ccc2O[C@@H](C)CCCCO[C@@H]1CN(C)C(=O)Nc1cccc2ccccc12	-1.3
Cc1noc(C)c1S(=O)(=O)Nc1ccc2c(c1)C(=O)N([C@@H](C)CO)C[C@H](C)[C@H](CN(C)Cc1ccc3c(c1)OCO3)OCCCC[C@H](C)O2	-0.5
CC(C)CC#Cc1ccc2c(c1)O[C@H](CN(C)C(=O)c1cccc(F)c1)[C@@H](C)CN([C@H](C)CO)S2(=O)=O	0.8
N#C[C@@H]1[C@H](c2ccc(C#Cc3ccccc3F)cc2)[C@@H](CO)N1C(=O)C1CCC1	30
COc1ccccc1S(=O)(=O)N(C)C[C@@H]1Oc2cc(C#CCC(C)C)ccc2S(=O)(=O)N([C@@H](C)CO)C[C@H]1C	3.6
C[C@H](CO)N1C[C@H](C)[C@H](CN(C)C(=O)NC2CCCCC2)Oc2ncc(-c3ccccc3)cc2C1=O	-0.7
CS(=O)(=O)Nc1ccc2c(c1)[C@H]1C[C@H](CC(=O)NCC3CC3)O[C@H](CO)[C@H]1O2	2.3
CCCC#Cc1cnc2c(c1)C(=O)N([C@@H](C)CO)C[C@H](C)[C@@H](CN(C)S(=O)(=O)c1cccc(OC)c1)O2	-0.7
Cc1cc(C(=O)Nc2cccc3c2O[C@H](CN(C)S(=O)(=O)c2ccc(F)cc2)[C@H](C)CN([C@@H](C)CO)C3=O)n(C)n1	0.2
CC(C)CC#Cc1cnc2c(c1)C(=O)N([C@@H](C)CO)C[C@@H](C)[C@@H](CN(C)C(=O)c1cnccn1)O2	-3.8
O=C(C[C@H]1CC[C@H]2[C@@H](COC[C@@H](O)CN2C(=O)c2cnccn2)O1)NCc1ccc(F)cc1	-1.7
CN(C)c1ccc2c(c1)[C@H]1C[C@H](CC(=O)NCc3ccc(-c4ccccc4)cc3)O[C@@H](CO)[C@H]1O2	-1.3
COc1cccc(C#Cc2cnc3c(c2)C(=O)N([C@@H](C)CO)C[C@@H](C)[C@@H](CN(C)C(=O)C2CCCCC2)O3)c1	-1.3
COc1ccc(NC(=O)N(C)C[C@H]2Oc3ncc(-c4cccnc4)cc3C(=O)N([C@H](C)CO)C[C@@H]2C)cc1	-1.3
C[C@@H]1CN([C@@H](C)CO)C(=O)c2cccc(NS(=O)(=O)c3ccccc3)c2O[C@H]1CN(C)C(=O)Nc1ccc(C(F)(F)F)cc1	1.5
O=C(N[C@@H]1CC[C@H](CCn2cc(-c3ccccn3)nn2)O[C@@H]1CO)c1cccnc1	3.0
COc1ccc(NC(=O)N(C)C[C@H]2Oc3ccc(NC(=O)NC4CCCCC4)cc3CC(=O)N([C@H](C)CO)C[C@H]2C)cc1	-0.7
CO[C@H](CN(C)C(=O)c1ccc2c(c1)OCO2)[C@H](C)CN([C@H](C)CO)S(=O)(=O)c1ccc(F)cc1	0.3
Cn1cnc(CCNC(=O)C[C@H]2CC[C@H]3[C@@H](COC[C@H](O)CN3C(=O)Nc3ccc(Cl)cc3)O2)c1	0.0
CCNC(=O)C[C@H]1CC[C@@H](NC(=O)C2CCC2)[C@H](CO)O1	1.9
Cc1ccc(S(=O)(=O)Nc2ccc3c(c2)C(=O)N([C@@H](C)CO)C[C@@H](C)[C@H](CN(C)S(=O)(=O)c2cn(C)cn2)OCCCC[C@@H](C)O3)cc1	0.2
CN(C)CC(=O)Nc1ccc2c(c1)[C@@H]1C[C@H](CC(=O)NC3CCCC3)O[C@@H](CO)[C@@H]1O2	-3.5
C[C@@H]1CN([C@H](C)CO)C(=O)c2cccc(NC(=O)C3CCCCC3)c2O[C@H]1CN(C)Cc1ccccc1	-1.3

An excerpt of these results, bar-delimited.
Molecule | BioA inh
COc1ccc(NC(=O)N(C)C[C@H]2Oc3ccc(NC(=O)NC4CCCCC4)cc3CC(=O)N([C@H](C)CO)C[C@H]2C)cc1 | -0.7
CO[C@H](CN(C)C(=O)c1ccc2c(c1)OCO2)[C@H](C)CN([C@H](C)CO)S(=O)(=O)c1ccc(F)cc1 | 0.3
Cn1cnc(CCNC(=O)C[C@H]2CC[C@H]3[C@@H](COC[C@H](O)CN3C(=O)Nc3ccc(Cl)cc3)O2)c1 | 0.0
CCNC(=O)C[C@H]1CC[C@@H](NC(=O)C2CCC2)[C@H](CO)O1 | 1.9
Cc1ccc(S(=O)(=O)Nc2ccc3c(c2)C(=O)N([C@@H](C)CO)C[C@@H](C)[C@H](CN(C)S(=O)(=O)c2cn(C)cn2)OCCCC[C@@H](C)O3)cc1 | 0.2
CN(C)CC(=O)Nc1ccc2c(c1)[C@@H]1C[C@H](CC(=O)NC3CCCC3)O[C@@H](CO)[C@@H]1O2 | -3.5
C[C@@H]1CN([C@H](C)CO)C(=O)c2cccc(NC(=O)C3CCCCC3)c2O[C@H]1CN(C)Cc1ccccc1 | -1.3

Source: PubChem BioAssay

The list is partial. The share of hits here may be higher or lower than overall.
